Screening data deposited in PubChem BioAssay by several laboratories.
OX1R antagonist = antagonists of human orexin 1 receptor | CHO/OX1R cells, Fluo-8 calcium fluorescence, orexin A | inhibition, % at 5 µM | 0.43% of 330,000 active;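 active means inhibition above its plate's threshold, mean inhibition of all tested compounds on the plate plus 3 SD, cut at about 37% in these data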;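 further: 0% = orexin A challenge wells and 100% = SB-334867-A antagonist wells; not every result past the cut was called active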
Target sequence (O43613 whole entry, looked up): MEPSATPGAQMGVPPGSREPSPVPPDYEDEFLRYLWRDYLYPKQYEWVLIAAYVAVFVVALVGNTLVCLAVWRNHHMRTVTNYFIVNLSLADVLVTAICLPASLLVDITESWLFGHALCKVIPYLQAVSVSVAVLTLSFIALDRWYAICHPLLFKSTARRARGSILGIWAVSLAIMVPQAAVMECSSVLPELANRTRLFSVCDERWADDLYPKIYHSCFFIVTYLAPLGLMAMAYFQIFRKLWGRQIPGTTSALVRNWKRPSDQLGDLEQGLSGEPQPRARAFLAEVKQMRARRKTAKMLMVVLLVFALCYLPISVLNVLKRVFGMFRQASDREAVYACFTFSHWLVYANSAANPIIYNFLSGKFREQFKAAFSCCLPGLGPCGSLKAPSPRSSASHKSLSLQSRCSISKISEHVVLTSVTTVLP
CHT PAM = allosterically activates the human high affinity choline transporter | Q9GZV3 | CHT-expressing cells, membrane potential dye, choline EC20; stronger effect = higher value; LV-AA mutant CHT in HEK293 cells | B-score at 10 µM | 0.49% of 310,000 active | AID 488977;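 active means initial fluorescence not abnormally high and integrated response B-score, plate-corrected, over 3 SD above library mean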
Target sequence (Q9GZV3 whole entry, looked up): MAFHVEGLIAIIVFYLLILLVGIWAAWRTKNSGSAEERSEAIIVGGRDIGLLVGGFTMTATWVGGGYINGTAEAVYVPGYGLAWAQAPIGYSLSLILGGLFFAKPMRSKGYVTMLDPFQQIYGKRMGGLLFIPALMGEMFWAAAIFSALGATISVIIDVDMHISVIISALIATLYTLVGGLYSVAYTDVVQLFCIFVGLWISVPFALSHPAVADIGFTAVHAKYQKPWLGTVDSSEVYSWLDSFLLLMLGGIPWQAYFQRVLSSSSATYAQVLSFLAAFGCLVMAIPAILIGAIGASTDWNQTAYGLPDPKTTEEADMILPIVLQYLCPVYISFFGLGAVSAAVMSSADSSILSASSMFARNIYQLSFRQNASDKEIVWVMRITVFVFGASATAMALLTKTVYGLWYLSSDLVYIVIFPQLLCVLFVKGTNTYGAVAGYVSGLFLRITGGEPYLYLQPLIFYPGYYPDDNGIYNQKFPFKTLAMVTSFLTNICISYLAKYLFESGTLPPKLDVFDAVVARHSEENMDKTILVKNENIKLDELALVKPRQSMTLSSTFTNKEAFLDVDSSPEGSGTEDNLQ
* = called active by the depositor; i = inactive; . = not tested or not shown.

SMILES	OX1R antagonist	CHT PAM
O=C(NN=Cc1ccccc1OC(F)F)c1cccc(S(=O)(=O)N2CCCC2)c1	-20	.
Cc1cc(C(=O)CSc2n[nH]c(N)n2)c(C)n1-c1ccc(F)cc1	-22	i
O=C(CNC(=O)Cc1ccccc1)N=Nc1c(O)[nH]c2ccc(Br)cc12	-14	i
O=C(Cn1ccc2ccccc2c1=O)NCC1COc2ccccc2O1 (configuration not stated)	-18	i
Cc1ccc2ccccc2c1NC(=O)Cn1nnc(-c2cccnc2)n1	-26	i
COC(=O)c1c(NC(=O)/C=C/c2ccco2)sc2c1CCC2	-37	i
O=C(Cc1cccs1)Nc1ccc(S(=O)(=O)N2CCCCC2)cc1	-1	i
C/C(CC1CC(C)(C)OC1=O)=N\NC(N)=S (configuration not stated)	16	i
CCCOc1ccccc1C(=O)Nc1ccc(S(=O)(=O)N2CCN(C)CC2)cc1	-15	i
COC(=O)c1nn(-c2ccccc2)c(Sc2ccccc2)c1/C=N/O	-6	i
CC(=O)c1cccc(NC(=O)c2ccc(NC(=O)CCS(=O)(=O)c3cccs3)cc2)c1	-20	i
CN(C)c1ccc(C(=O)NCc2ccc3c(c2)OCO3)cc1	-9	i
Cn1c(N)c(C(=O)COC(=O)COc2cc(Cl)c(Cl)cc2Cl)c(=O)n(C)c1=O	-10	.
O=c1c2ccccc2nc(SCc2nc3ccccc3s2)n1CCCO	-15	i
CCN1CCN(S(=O)(=O)c2ccc(-c3cc(C)no3)s2)CC1	-14	i
CCOc1ccc(NC(=O)CSc2ccccc2N)cc1	-14	i
CN(C(=O)CSc1nc2ccccc2[nH]1)C1CCS(=O)(=O)C1 (configuration not stated)	-4	.
Cc1ccnc(NS(=O)(=O)c2ccc(N3C(=O)Nc4ccccc4N3O)cc2)c1	-5	i
CCOC(=O)c1cnc2c(C)cccc2c1Nc1cccc(C(=O)O)c1	0	i
Cc1ccc(/C=C2\CCCC3=C2NC(=S)NC3c2ccc(C)cc2)cc1 (configuration not stated)	-27	i

Compounds from the list above containing four or more nitrogen atoms (four):
SMILES	OX1R antagonist	CHT PAM
Cc1cc(C(=O)CSc2n[nH]c(N)n2)c(C)n1-c1ccc(F)cc1	-22	i
O=C(CNC(=O)Cc1ccccc1)N=Nc1c(O)[nH]c2ccc(Br)cc12	-14	i
Cc1ccc2ccccc2c1NC(=O)Cn1nnc(-c2cccnc2)n1	-26	i
Cc1ccnc(NS(=O)(=O)c2ccc(N3C(=O)Nc4ccccc4N3O)cc2)c1	-5	i

(further entries)
SMILES	OX1R antagonist	CHT PAM
S=c1[nH]nc(-c2ccncc2)n1/N=C/C=C/c1ccccc1	-18	i
O=Nc1c2ccc[nH]c-2c2ccc([N+](=O)[O-])cc12	3	i
O=S(=O)(c1ccc(Cl)c(S(=O)(=O)N2CCCC2)c1)N1CCCC1	-28	i
Nn1cc(-c2ccccc2)nc1SCC(=O)NCC(F)(F)F	-40	i
O=C(CNC(=O)c1ccccc1)NCCO	-4	i
COc1ccccc1C1/C(=C(\O)c2ccc3c(c2)OCCO3)C(=O)C(=O)N1Cc1cccnc1 (configuration not stated)	3	i
Cc1ccc(CNc2ncccc2-c2nc3cc(Cl)ccc3o2)cc1	-15	i
O=C(OCC(=O)N1CCCc2ccccc21)c1ccc(S(=O)(=O)C(F)F)cc1	-18	i
CCN(CC)S(=O)(=O)c1cccc(C(=O)N[C@H](C(=O)NCc2ccc(Cl)cc2)C(C)C)c1	-31	i
COc1ccc(CCNC(=O)C(=O)NCC2OCCN2S(=O)(=O)c2ccc(C)cc2)cc1 (configuration not stated)	-25	i
CCc1ccccc1N(C)S(=O)(=O)c1ccc2[nH]cc(C(=O)N3CCc4ccccc43)c(=O)c2c1	-14	i
Cc1ccc(S(=O)(=O)Nc2cccc(C(=O)NC3CCN(Cc4ccccc4)CC3)c2)cc1F	-31	i
COc1ccc(NC(=O)Nc2cccnc2)c(OC)c1	-19	i
CN1CCN(C(=O)/C=C/c2ccc(Cl)cc2)CC1	-6	i
CN(Cc1nc(-c2ccccc2)no1)C1CCOCC1	5	i
COc1ccc(C2=NS(=O)(=O)N(C)C(C(=O)Nc3ccc4c(c3)OCO4)=C2)cc1OC	0	i
N=c1c(-c2nc3ccccc3[nH]2)cc(C(=O)c2cccs2)nn1-c1ccccc1	-19	i
COc1ccc(S(=O)(=O)N2CCCC(C(=O)NC3CCCC3)C2)cc1OC (configuration not stated)	-26	i
COc1ccc(C(=O)OC(C)CN2CCOCC2)cc1 (configuration not stated)	8	i
Cc1c(NC(=O)CSc2nnnn2-c2ccc(C(=O)O)cc2)c(=O)n(-c2ccccc2)n1C	4	i

Profiles, looked up by structure. Order of values: OX1R antagonist, CHT PAM
Results for `Cc1c(NC(=O)CSc2nnnn2-c2ccc(C(=O)O)cc2)c(=O)n(-c2ccccc2)n1C` = 4, i
Results for `O=C(CNC(=O)c1ccccc1)NCCO` = -4, i
Results for `COc1ccc(NC(=O)Nc2cccnc2)c(OC)c1` = -19, i
Results for `Cc1ccc(S(=O)(=O)Nc2cccc(C(=O)NC3CCN(Cc4ccccc4)CC3)c2)cc1F` = -31, i
Results for `O=S(=O)(c1ccc(Cl)c(S(=O)(=O)N2CCCC2)c1)N1CCCC1` = -28, i

Other entries:
SMILES	OX1R antagonist	CHT PAM
Cc1nn(-c2ccccc2)c(N2CCCC2)c1/C=N/NC(=O)c1cc(-c2cccnc2)nc2ccccc12	-4	i
O=C(Nc1ccc2c(c1)OCCO2)c1ccc(S(=O)(=O)N2CCCCC2)cc1	-13	i
NS(=O)(=O)c1ccc(CCN=Cc2ccccc2O)cc1	-2	i
CC/C(=N\O)c1c(O)c2c(n(-c3ccccc3)c1=O)CCCC2	-20	i
COc1cccc(C2c3c(oc4ccc(F)cc4c3=O)C(=O)N2CCN2CCOCC2)c1OC (configuration not stated)	-32	i
CCc1nnc(NC(=O)c2cccc(NC(=O)C(C)C)c2)s1	-22	i
COc1ccc(NC(=O)C2CCN(S(C)(=O)=O)CC2)cc1OC	-3	i
CN(NC(=O)NN)c1ncc(C(F)(F)F)cc1Cl	0	i
CC(=O)NC1CC2CCCC(C1)N2CC(=O)Nc1ccccc1 (configuration not stated)	0	i
Cc1cc(C)cc(N(CC(=O)N2CCN(Cc3ccccc3)CC2)S(=O)(=O)c2c(C)noc2C)c1	-16	i
COc1ccc2c(c1)OC13CCCCC1C2C(C(=O)c1ccccc1)C(=O)N3 (configuration not stated)	-25	i
CN(C)C(CNC(=O)c1cccc(S(=O)(=O)Nc2ccc(Br)cc2)c1)c1ccco1 (configuration not stated)	-23	i
Cc1nc(NC(=O)CSc2nnnn2C)sc1C	-6	i
CCCN(CC(=O)Nc1ccccc1C)C(=O)/C=C/c1ccc(OCC)c(OC)c1	-32	.
CC1CCN(C(=O)c2ccc3ccccc3c2)CC1	-17	i
O=C(NCc1ccncc1)c1cccc(S(=O)(=O)Nc2ccc(SC(F)F)cc2)c1	-15	i
O=C(NN=C1CCCCCC1)C(=O)Nc1cccc(Br)c1	-31	i
COc1ccc(OC)c(NC(=O)Cn2cc(C(=O)c3ccco3)c3ccccc32)c1	1	i
Cc1ccc(C(c2sc3nc(C)nn3c2O)N2CC(C)OC(C)C2)cc1 (configuration not stated)	-13	i
O=C(Nc1c(F)c(F)c(F)c(F)c1F)NC1CCCCC1	-14	i
C[C@H](NC(=O)c1nc[nH]c1C(=O)N[C@@H](C)C(=O)OCc1ccccc1)C(=O)OCc1ccccc1	-28	i
Cc1nn(-c2ccccc2)nc1C(=O)Nc1nnc(C(F)(F)F)s1	0	i
C/C(=N\Nc1ccc(Cl)cc1)c1c(O)cc(C)oc1=O	-32	i
c1ccc(C2=Nn3c(nnc3-c3cccs3)SC2)cc1	-36	i
O=S(=O)(Cc1ccccc1)NCCc1cccc(Cl)c1	.	i
CCOc1ccc(Br)cc1/C(C)=N\NC1=NCCN1	-16	i
Cc1cc(C2=NNC(=NCCc3ccccc3)SC2)c(C)n1CC1CCCO1 (configuration not stated)	-20	i
Cc1nc2ccc(Br)cn2c1NC(C)(C)C	-9	i
CCOc1cc2c(C#N)c(N3CCNCC3)nc(N)c2c(N)n1	-24	6.5*
COC(=O)CSc1nnc(-c2cccnc2)o1	-10	i
COc1cccc(-c2noc(CCC(=O)NC3CCCCC3)n2)c1	-12	i
COc1n[nH]c(C(=O)NCc2ccccc2)c1[N+](=O)[O-]	-25	i
CSc1nc(O)c(C(c2ccc(OC(C)C)cc2)c2c(O)nc(SC)[nH]c2=O)c(=O)[nH]1	-6	i
Cc1nc(C(F)(F)F)c(C(=O)O)cc1-c1nc(-c2ccccc2)cs1	-7	i
CN(C)C(=O)N1CCN(c2nc(-c3ccccc3)cs2)CC1	-15	i
COc1cccc(CN2CCC(Oc3ccc(C(=O)NCc4ccccn4)cc3)CC2)c1	-18	i
Cc1ccc(C)c(CN2C(=O)c3ccccc3S(=O)c3ccc(C(=O)N4CCN(c5ccccn5)CC4)cc32)c1 (configuration not stated)	-29	i
Cc1ccccc1NC(=O)Cn1nc(C(F)(F)F)cc1C1CC1	7	i
CCCc1n[nH]c2c1C(=O)CC(C)(C)C2	-11	i
O=S(=O)(Cc1cccc(C(F)(F)F)c1)c1ncn[nH]1	-31	i
CCCN1CNc2c(c(=O)[nH]c(=S)n2CCc2ccccc2)C1	-9	i
COc1ccc(O)c(C(=O)c2cnc3c(c2)c(C)nn3CCO)c1	-17	i
Cc1ccc(N(CC(=O)NC2CCCC2)C(=O)CNC(=O)c2cccs2)cc1C	-15	i
CNC(=O)CSc1nc2ccccc2c(=O)n1C1CCCCC1	-16	i
Cc1cccc(C)c1-n1c(C)nn(CC2CC2)c1=O	-5	i
CCCN(CC(=O)Nc1ccccc1C)C(=O)c1ccc2[nH]c3c(c2c1)CC(C)CC3 (configuration not stated)	8	.
C/C(=N\Nc1ccc(C(F)(F)F)cc1[N+](=O)[O-])C(C)C	13	i
COc1ccc(S(=O)(=O)NCc2ccccn2)c(Cl)c1Cl	0	i
O=C(COC(=O)CC1CC2CCC1C2)NCc1ccc(Cl)cc1 (configuration not stated)	-3	.
CN1C(=O)S/C(=C/c2cccn2-c2cccc(C(=O)O)c2)C1=O	-4	i
CC1(C)CC(=O)C=C(c2ccc3ncccc3c2)C1	-18	.
COc1ccccc1NS(=O)(=O)c1ccc(N/N=C(\C)C(C)C)c([N+](=O)[O-])c1	15	i
CCNc1ccc(S(=O)(=O)N(C)C)cc1NCC(=O)Nc1ccc(Br)cc1F	10	i
Cc1ccc(OCC(=O)N2CCN(C(=O)c3ccncc3)CC2)cc1	-2	i
O=C(CCc1ccccc1)Nc1nnc(-c2ccccn2)o1	-9	i
Cc1ccc(S(=O)(=O)NCCC(=O)OCC(=O)N2CCCC2=O)cc1	-11	i
Cc1nonc1NC(=O)CSc1nc2cc(Cl)ccc2c2c1CCCC2	-27	i
c1cncc(-c2nc3ccccc3s2)c1	-14	i
COc1cccc(C(=O)N2CCN(Cc3ccc4c(c3)OCO4)CC2)c1OC	-3	i
CCN1CCN(CC(=O)Nc2ccc(Cl)c(Cl)c2)C(=O)C1=O	-4	i

The list goes on:
SMILES	OX1R antagonist	CHT PAM
CC(=O)N=C1SC2CS(=O)(=O)CC2N1c1cccc(Cl)c1Cl (configuration not stated)	-10	i
Cc1nnc(NC(=O)c2ccccc2Br)s1	-7	i
Cc1ccc(-n2c(Cn3nc(C(F)(F)F)cc3C)n[nH]c2=S)cc1	-8	i
c1ccc(-c2nnc3sc(CN4CCc5ccccc54)cn23)cc1	-17	i
Cc1noc(/C=C/c2ccco2)c1S(=O)(=O)N1CCC(C(=O)NCc2ccco2)CC1	5	i
CCC1C(=NO)C(CC)C(c2ccccc2)NC1c1ccccc1 (configuration not stated)	-9	i
CNc1nc2c(c(=O)[nH]c(=O)n2C)n1CCCc1ccccc1	-1	i
CCn1c(C(C#N)/C(=N\S(=O)(=O)c2cccs2)c2ccccc2)nc2ccccc21 (configuration not stated)	-24	i
O=C(NCCC1=CCCCC1)C1CC(=O)N(Cc2ccccc2)C1 (configuration not stated)	-15	i
COc1ccc(NC(=S)NNc2ccc([N+](=O)[O-])cc2S(=O)(=O)Nc2ccc(C)cc2C)cc1	-11	i
CC1(C)Cc2c(sc3nc(C4CC4)n(N)c(=O)c23)CO1	2	i
CCCCn1c(N)c(N(CC(C)C)C(=O)C2CC(=O)N(Cc3ccccc3)C2)c(=O)[nH]c1=O (configuration not stated)	-17	i
CCC(=O)N1C(C(=O)NCc2ccc(OC)cc2)CSC1c1ccc(OC)cc1 (configuration not stated)	-30	i
CCN1CCN(c2nc(NCCO)c3ccccc3n2)CC1	-6	8.9*
Cc1cc2nc(N3CCN(C(=O)c4ccco4)CC3)sc2cc1C	-10	i
CCN1/C(=C/C(=S)Nc2ccccc2)Sc2ccccc21	-21	i
CCCOc1cccc(C(=O)Nc2cccc(NC(=O)c3ccco3)c2)c1	8	i
O=C(NC12CC3CC(CC(C3)C1)C2)c1cncc(O)c1	-4	i
CC(=O)Oc1cc2c(cc1Cl)C(c1cccs1)CC1(CC(C)(C)NC(=S)N1)O2 (configuration not stated)	-5	i
c1ccc2nc(SCc3cn4ccccc4n3)cnc2c1	-29	i
Nc1nonc1-n1nnc(C(=O)N/N=C/c2c(F)cccc2Cl)c1-c1ccc2c(c1)OCO2	-2	i
CCCN(CC(=O)Nc1ccc(F)c(F)c1F)Cc1cc(=O)n2ccsc2n1	-25	i

Random draw from the library; any-hit rate near 0.83%.
